PPC-1+TRAIL kill – kills PPC-1 cancer cells in the presence of TRAIL | AID 1443 | PPC-1 cells + TRAIL, ATPLite viability luminescence | hit rate 0.41% among 220,000 | cell killing (% activity), % at 4 µM;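 active = cell killing above 50% in the first pass at 4 µM, then a duplicate retest at 5 µM averaging 50% or more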;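 note: plate controls were cells with TRAIL plus DMSO for no effect and medium-only wells lacking cells for full effect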
14-3-3 Bad inh – disrupts binding of bovine 14-3-3 zeta to phospho-Bad peptide; P63103; TR-FRET 14-3-3zeta/Dy647-pBad peptide displacement, 1 h; inhibition, % at 21.7 µM; hit rate 0.71% among 220,000; AID 781;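 active = inhibition above about 70%, limit read from the data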;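 note: 0% = full 14-3-3 plus peptide FRET controls and 100% = background without 14-3-3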
Target sequence (P63103 whole entry, looked up): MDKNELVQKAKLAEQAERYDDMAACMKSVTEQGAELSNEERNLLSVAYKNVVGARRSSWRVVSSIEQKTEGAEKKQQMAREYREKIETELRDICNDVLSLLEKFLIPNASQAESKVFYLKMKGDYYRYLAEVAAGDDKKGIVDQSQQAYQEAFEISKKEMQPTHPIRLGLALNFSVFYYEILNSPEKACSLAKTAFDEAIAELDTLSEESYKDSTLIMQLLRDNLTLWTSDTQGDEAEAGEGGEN
zfTRPN1 agonist – activates the zebrafish TRPN1 channel | HEK293 zebrafish TRPN1-YFP, Fluo-8 calcium fluorescence; 100% = response to 87 µM carbachol | AID 1424 | activation, % at 3 µM | hit rate 0.18% among 220,000;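 active = activation above its plate's cutoff, the mean activation of test wells on that plate plus 3 SD, cut at about 19% in these data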;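 note: 0% = DMSO alone and 100% = 87 µM carbachol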
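Material – zebrafish TRPN1-YFP in HEK293 cells · Doses – 3 µM single point · Schedule – dye 1 h 37 °C plus 30 min RT · Signal – Fluo-8 calcium fluorescence, excitation 470-495 nm, emission 515-575 nm · Read-out – % activation versus carbachol response · Control set – carbachol high, DMSO low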
CHOP inhibitor – blocks CHOP induction under ER stress; CHO-K1 CHOP-promoter luciferase, tunicamycin-induced, 15-18 h; hit rate 3.8% among 220,000; inhibition, % at 10 µM;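 active = compounds that reduced the stress-induced luciferase reporter signal by more than about 70% of percent inhibition, limit read from the data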;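 note: 0% = tunicamycin plus vehicle and 100% = wells without tunicamycin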
TRPML3 agonist – agonists of human TRPML3 channel | activation, % at 3 µM | AID 1448 | HEK293 TRPML3-YFP, Fluo-8 calcium fluorescence; 100% = the carbachol control signal | Q8TDD5 | hit rate 0.29% among 220,000;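 active = activation above its plate's cutoff, the mean activation of the plate's test wells plus 3 SD, cut at about 12% in these data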;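 note: 0% = DMSO only wells and 100% = carbachol wells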
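Test system – HEK293 line with stable expression of human TRPML3-YFP channel · Control set – carbachol 87 µM final as high control (100%), DMSO as low control (0%) · Signal – Fluo-8 calcium dye fluorescence, ex 470-495, em 515-575 nm · Incubation – 1-h 37 °C dye load, 5-s basal, 120-s post-compound reads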
EP2 mod – modulates human prostaglandin E2 receptor EP2 signaling. AID 940. induction, % at 25 µM. hit rate 0.83% among 260,000. P43116. EP2-expressing cells, cAMP HTRF FRET, PGE2 co-stimulation;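 active = compounds whose cAMP rise, as percent of the full-agonist control response, exceeds 60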;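 note: rat C6 glioma line stably carrying human EP2 under a CMV promoter; the protocol text gives 20 µM as final concentration; 100% = response of wells given 1 µM PGE2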
Target sequence (P43116 whole entry, looked up): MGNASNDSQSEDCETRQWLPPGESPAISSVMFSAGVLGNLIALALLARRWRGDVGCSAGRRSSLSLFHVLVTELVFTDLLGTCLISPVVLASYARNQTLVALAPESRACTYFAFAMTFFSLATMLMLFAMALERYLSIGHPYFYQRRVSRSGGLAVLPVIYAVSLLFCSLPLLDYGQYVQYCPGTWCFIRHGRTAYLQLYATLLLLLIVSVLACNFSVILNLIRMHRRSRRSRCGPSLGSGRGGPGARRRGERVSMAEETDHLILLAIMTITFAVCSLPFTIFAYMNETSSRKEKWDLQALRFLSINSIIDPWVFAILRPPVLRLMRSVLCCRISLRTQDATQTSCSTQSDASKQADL
NPY-Y1 PAM-ag – potentiators or agonists of human neuropeptide Y receptor Y1 | P25929 | NPY-Y1 expressing cells, potentiator/agonist activation | hit rate 0.37% among 220,000 | activation, % at 3.6 µM; in the data active = activation above about 33%, passing the limit was not always enough;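 note: cells stimulated with NPY at EC10 then isoproterenol at EC100; 0% = low agonist plus stimulus and 100% = saturating agonist plus stimulus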
Target sequence (P25929 whole entry, looked up): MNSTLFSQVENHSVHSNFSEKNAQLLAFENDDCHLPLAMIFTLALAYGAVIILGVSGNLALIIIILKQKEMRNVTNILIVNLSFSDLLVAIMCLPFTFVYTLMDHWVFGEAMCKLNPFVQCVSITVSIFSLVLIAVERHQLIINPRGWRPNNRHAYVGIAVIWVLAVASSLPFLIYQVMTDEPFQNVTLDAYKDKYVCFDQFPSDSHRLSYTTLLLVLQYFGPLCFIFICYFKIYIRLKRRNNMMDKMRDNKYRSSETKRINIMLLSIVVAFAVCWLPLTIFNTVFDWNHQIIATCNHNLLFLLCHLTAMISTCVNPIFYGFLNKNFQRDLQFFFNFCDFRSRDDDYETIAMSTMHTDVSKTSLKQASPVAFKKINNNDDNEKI
NPY Y1 blocker – blocks the human neuropeptide Y Y1 receptor; HEK293-CNG Y1 cells, membrane potential fluorescence; NPY at EC95, then isoproterenol; AID 1040; inhibition, % at 3.6 µM; hit rate 1% among 200,000; P25929;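 active = inhibition above the campaign mean inhibition of all tested compounds plus 3 SD, cut at about 20% in these data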;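 note: 0% = DMSO wells given NPY plus isoproterenol and 100% = isoproterenol alone without NPY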
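material = HEK293 cells with Y1 receptor plus CNG channel | also added = NPY 25 nM then isoproterenol 1 µM plus Ro 20-1724 25 µM | schedule = dye 3 h, compound 60 min room temperature, stimulation 45 min | measured by = membrane potential fluorescence | benchmarks = high control isoproterenol alone, low control NPY with isoproterenol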
PGE2 EP2 inh – blocks the human prostaglandin E2 receptor EP2. hit rate 0.52% among 260,000. inhibition, % at 25 µM. C6 glioma cells expressing human EP2, cAMP TR-FRET; cells stimulated with saturating PGE2. P43116;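 active = percent inhibition above 40 after rounding to a whole number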;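 note: rat C6 glioma host cells with rolipram phosphodiesterase inhibitor present; the protocol text gives 20 µM as final concentration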
The depositor's hits bear a star; nt = not tested or not shown; & = joins results of further samples; [ ] = another dose, or the depositor's remark.

Labels used below: A = PPC-1+TRAIL kill; B = 14-3-3 Bad inh; C = zfTRPN1 agonist; D = CHOP inhibitor; E = TRPML3 agonist; F = EP2 mod; G = NPY-Y1 PAM-ag; H = NPY Y1 blocker; I = PGE2 EP2 inh
CCc1ccc2[nH]c(=O)c(CN(Cc3ccccc3)Cc3nnnn3Cc3ccco3)cc2c1
  A = 23; B = 10; C = -0.2; D = 73*; E = 0.2; F = 4; G = -3; H = 1; I = 15

O=C(CC(c1ccccc1)c1ccccc1)NCc1cccnc1
  A = 15; B = -3; C = -0.7; D = 29; E = 0.3; F = 10; G = -5; H = 0; I = 2

COc1cccc(/C=N/NC(=O)c2[nH]nc3c2CCc2ccccc2-3)c1
  A = -2; B = 1; C = -0.9; D = -22; E = 0.8; F = -61; G = 12; H = nt; I = 12

CC(=O)Oc1ccc(C(=O)Nc2nnc(C)s2)cc1
  A = 5; B = 5; C = -0.6; D = 9; E = -0.5; F = 29; G = -2; H = 3; I = 2

CCOc1cc(-c2nc(-c3ccc(C)nc3OC)no2)cc(OCC)c1OCC
  A = 19; B = 5; C = -0.1; D = 77*; E = 0.1; F = 26; G = -7; H = -6; I = 6

NC(=O)[C@@H]1CCOc2c(I)cc([N+](=O)[O-])cc2C(=O)N[C@@H](CO)C(=O)NCC(=O)N1
  A = -1; B = -4; C = -1.7; D = -19; E = 0.1; F = 38; G = -30; H = -2; I = 20

CCOC(=O)c1sc(NNC(=O)c2ccc(F)cc2)nc1C
  A = -1; B = -5; C = 1.1; D = 4; E = 0.7; F = -4; G = 2; H = nt; I = 10

C/C(=N\Nc1cc(N2CCOCC2)ncn1)c1cccc([N+](=O)[O-])c1
  A = nt; B = -8; C = -0.3; D = 24; E = 0.2; F = -31; G = 4; H = -1; I = 7

COc1ccc(C(=O)Nc2cccc(C)c2)cc1
  A = 37; B = 2; C = 0.2; D = 26; E = 0.3; F = -2; G = 2; H = 1; I = 4

CCCOc1ccc(C(=O)Nc2ccc(S(=O)(=O)Nc3onc(C)c3C)cc2)cc1
  A = nt; B = -9; C = 0.7; D = -10; E = 1.2; F = 4; G = 0; H = 6; I = 6

Overlap with the part before: 7 entries, then new ones.
Labels used below: A = PPC-1+TRAIL kill; B = 14-3-3 Bad inh; C = zfTRPN1 agonist; D = CHOP inhibitor; E = TRPML3 agonist; F = EP2 mod; G = NPY-Y1 PAM-ag; H = NPY Y1 blocker; I = PGE2 EP2 inh
CC(=O)Oc1ccc(C(=O)Nc2nnc(C)s2)cc1
  A = 5; B = 5; C = -0.6; D = 9; E = -0.5; F = 29; G = -2; H = 3; I = 2

CCOc1cc(-c2nc(-c3ccc(C)nc3OC)no2)cc(OCC)c1OCC
  A = 19; B = 5; C = -0.1; D = 77*; E = 0.1; F = 26; G = -7; H = -6; I = 6

NC(=O)[C@@H]1CCOc2c(I)cc([N+](=O)[O-])cc2C(=O)N[C@@H](CO)C(=O)NCC(=O)N1
  A = -1; B = -4; C = -1.7; D = -19; E = 0.1; F = 38; G = -30; H = -2; I = 20

CCOC(=O)c1sc(NNC(=O)c2ccc(F)cc2)nc1C
  A = -1; B = -5; C = 1.1; D = 4; E = 0.7; F = -4; G = 2; H = nt; I = 10

C/C(=N\Nc1cc(N2CCOCC2)ncn1)c1cccc([N+](=O)[O-])c1
  A = nt; B = -8; C = -0.3; D = 24; E = 0.2; F = -31; G = 4; H = -1; I = 7

COc1ccc(C(=O)Nc2cccc(C)c2)cc1
  A = 37; B = 2; C = 0.2; D = 26; E = 0.3; F = -2; G = 2; H = 1; I = 4

CCCOc1ccc(C(=O)Nc2ccc(S(=O)(=O)Nc3onc(C)c3C)cc2)cc1
  A = nt; B = -9; C = 0.7; D = -10; E = 1.2; F = 4; G = 0; H = 6; I = 6

CCC(CC)C(=O)Nc1cccc(/C(C)=N/NC(=O)c2c(Br)cnn2C)c1
  A = 3; B = 13; C = 1.6; D = -11; E = -0.3; F = -1; G = -4; H = 0; I = 11

Cc1ncoc1C(=O)N1CCCC(C(=O)c2ccc3c4c(cccc24)CC3)C1 (configuration not stated)
  A = 7; B = -2; C = 0.2; D = 1; E = 1.3; F = -24; G = 1; H = 3; I = 5

Cc1nc2ccccc2nc1OCC(=O)NCc1ccc2c(c1)OCO2
  A = 15; B = 31; C = 0.5; D = -14; E = -0.3; F = 15; G = -25; H = 14; I = 21

N=c1oc2ccc3ccccc3c2cc1C(N)=S
  A = 17; B = 14; C = -1.0; D = 55; E = 0.1; F = 28; G = -8; H = 3; I = 15

CCc1ccc(CC)c(S(=O)(=O)Nc2ccc(C(=O)O)c(O)c2)c1
  A = 27; B = -10; C = 0.9; D = 13; E = 0.5; F = 11; G = -2; H = 7; I = 17

CC(C)c1ccc(C(=O)N2CCCN(C(=O)c3ccc(C(C)C)cc3)CC2)cc1
  A = 1; B = 12; C = -1.3; D = 25; E = 0.5; F = 11; G = 4; H = 6; I = 6

COc1cccc(NC(=O)CSc2nnc(COc3ccc4c(c3)CCCC4)o2)c1
  A = 8; B = -1; C = 0.6; D = 63; E = -0.3; F = -17; G = -9; H = 2; I = 20

CS(=O)(=O)c1ccc(Cl)c(NC(=O)Nc2ccccc2)c1
  A = 4; B = 2; C = -0.9; D = 3; E = 0.5; F = -25; G = -8; H = nt; I = 7

CC(=O)c1cc(C(=O)c2ccccc2)sc1Nc1ccccc1
  A = 20; B = 0; C = -0.6; D = 12; E = 0.2; F = 14; G = -25; H = 6; I = 15

CCOC(=O)c1cnc(Nc2ccccc2)nc1C(F)(F)F
  A = -10; B = -1; C = -1.3; D = 42; E = 1.9; F = -21; G = 6; H = nt; I = 2

Further results.
Labels used below: A = PPC-1+TRAIL kill; B = 14-3-3 Bad inh; C = zfTRPN1 agonist; D = CHOP inhibitor; E = TRPML3 agonist; F = EP2 mod; G = NPY-Y1 PAM-ag; H = NPY Y1 blocker; I = PGE2 EP2 inh
O=C(c1ccco1)N1N=C(C2CCCCC2)CC1(O)C(F)(F)F (configuration not stated)
  A = nt; B = -1; C = -0.9; D = 31; E = -1.4; F = 40; G = -3; H = -4; I = 3

CCOC(=O)C1CCN(C(=O)c2ccc(Br)o2)CC1
  A = 5; B = -2; C = 0.2; D = -7; E = 0.1; F = 8; G = -4; H = 6; I = 3

Cc1noc(C)c1C(=O)OCC(=O)Nc1c(F)cccc1F
  A = -12; B = -8; C = 1.1; D = 10; E = 0.4; F = 7; G = 6; H = -1; I = 4

COc1cccc(-n2nnc3c(=O)n(C/C=C/c4ccccc4)cnc32)c1
  A = 18; B = 2; C = 2.6; D = 17; E = 1.1; F = -6; G = 7; H = 0; I = 10

O=C(CSc1nnc(COc2ccc(Cl)cc2)n1Cc1ccco1)c1ccccc1F
  A = -4; B = -22[fluorescence artefact?]; C = 0.9; D = 11; E = 0.4; F = 45; G = 15; H = 15; I = 11

O=C(c1ccccc1Nc1ccc(SC(F)F)cc1)N1CCCCC1
  A = 12; B = -9; C = -1.8; D = 68; E = -0.9; F = 48; G = -26; H = 10; I = 7

CC1CN(C(=O)C(C)Sc2nnnn2C)CC(C)O1 (configuration not stated)
  A = 0; B = -3; C = 0.8; D = 24; E = 0.8; F = 22; G = 4; H = 4; I = 8

O=C(COC(=O)c1ccccn1)NC1CCCCC1
  A = 7; B = 5; C = -0.1; D = -6; E = 0.8; F = -6&12; G = 13; H = -2; I = 3&6

Cc1ccccc1N1CC(O)(c2ccccc2)[N+]2=C1SCC2 (configuration not stated)
  A = 40; B = -4; C = 1.1; D = 8; E = 0.9; F = 38; G = 23; H = 1; I = 6

CN(c1ccccc1)S(=O)(=O)c1cccc(NC(=O)Cn2cnc3ccccc3c2=O)c1
  A = 16; B = 6[fluorescence artefact?]; C = 1.9; D = 50; E = 0.7; F = -10; G = 4; H = -6; I = 2

Carrying on.
Labels used below: A = PPC-1+TRAIL kill; B = 14-3-3 Bad inh; C = zfTRPN1 agonist; D = CHOP inhibitor; E = TRPML3 agonist; F = EP2 mod; G = NPY-Y1 PAM-ag; H = NPY Y1 blocker; I = PGE2 EP2 inh
CCc1[nH]nc2c1C(c1ccsc1)C(C#N)=C(N)O2 (configuration not stated)
  A = 5; B = -6[fluorescence artefact?]; C = 0.3; D = 34; E = 1.4; F = 13; G = -47; H = 4; I = 11

OC(CN=c1sc2ccccc2n1CC(O)COc1ccccc1)COc1ccccc1 (configuration not stated)
  A = 24; B = -4; C = 0.4; D = 24; E = 0.0; F = 15; G = -6; H = 10; I = 10

COc1ccc(C(=O)NCC(=O)NCC2COc3ccccc3O2)cc1 (configuration not stated)
  A = 21; B = -5[fluorescence artefact?]; C = 0.6; D = 11; E = 0.3; F = 11; G = -2; H = 0; I = 9

Cc1ccc2c(C)c(C(=O)Nc3cccnc3)oc2c1
  A = 17; B = 14[fluorescence artefact?]; C = 0.7; D = -11; E = -0.8; F = -39; G = -17; H = 6; I = 6

Cc1ccc(C)c2[nH]c(=O)c(CN(Cc3ccco3)C(=S)NCC3CCCO3)cc12 (configuration not stated)
  A = 8; B = -17; C = -0.7; D = 16; E = -0.8; F = -18&-4; G = 0; H = 0; I = 17&8

O=C(/C=C\Nc1ccc2c(c1)OCO2)c1cccs1
  A = 82*[5 µM]; B = -9; C = 0.9; D = 14; E = 0.5; F = -40; G = 1; H = -2; I = 0

CCN(c1ccc(NC(=O)COC(=O)c2cc3ccccc3oc2=O)cc1)C(C)C
  A = 7; B = 10; C = 0.8; D = -1; E = -0.1; F = 13; G = -17; H = 7; I = 4

CCOC(=O)NNC(=O)C1CCC(C)CC1 (configuration not stated)
  A = 3; B = -19; C = 1.4; D = 8; E = 0.7; F = 1; G = -10; H = -2; I = 8

O=C(CNC(=O)c1ccc(S(=O)(=O)N2CCCC2)cc1)N/N=C/c1ccc(F)cc1
  A = 15; B = -14; C = 1.1; D = -11; E = 1.9; F = -28; G = -14; H = -3; I = 7

O=C(NCc1nc2ccccc2[nH]1)c1ccccc1F
  A = 13; B = -4; C = 1.5; D = -20; E = 0.8; F = -14; G = 4; H = nt; I = 6

O=C(O)c1cc(-c2ccccc2)on1
  A = 10; B = 9; C = 2.3; D = 11; E = 0.9; F = 13&-17; G = -23; H = 2; I = 10&19

Cc1ccnc(SCc2nc3ccccc3s2)n1
  A = 14; B = -5; C = -0.5; D = -23; E = 1.0; F = 8; G = 7; H = 3; I = 9

COc1ccc(/C=C(\C#N)C(=O)NCC2CCCO2)cc1OC (configuration not stated)
  A = 6; B = 2; C = -1.1; D = 1; E = 0.3; F = -5; G = 19; H = 2; I = 10

Assay outcomes as filed in PubChem BioAssay.

The list is partial; count on the stated rates, not on these rows.
